From PubChem
SIRT5 inh: blocks human SIRT5 desuccinylation of peptide | Purified SirT5, succinyl-peptide AMC, trypsin-coupled fluorescence | inhibition, % at 15 µM | 1.1% of 330,000 active | AID 652115; in the data active = inhibition above about 15%; inconclusive = no clear call, values can overlap the other calls
Target sequence (Q9NXA8 whole entry, looked up): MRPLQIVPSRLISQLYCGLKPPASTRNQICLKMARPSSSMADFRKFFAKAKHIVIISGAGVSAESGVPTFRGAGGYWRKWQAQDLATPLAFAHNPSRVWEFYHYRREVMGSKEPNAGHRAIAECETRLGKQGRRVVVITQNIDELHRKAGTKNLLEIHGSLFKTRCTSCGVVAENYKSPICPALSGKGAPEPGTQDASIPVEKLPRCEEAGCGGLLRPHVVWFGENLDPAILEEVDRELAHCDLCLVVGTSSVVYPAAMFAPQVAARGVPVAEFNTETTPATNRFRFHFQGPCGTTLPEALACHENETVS
CASP6 VEID inh: blocks human caspase-6 cleavage activity; P55212; purified caspase-6, Z-VEID-R110 cleavage fluorescence; inhibition, % at 12.5 µM; 0.53% of 350,000 active; AID 686996;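 active = mean inhibition across replicates at least about 35%, with every replicate also reaching that limit, limit read from the data; inconclusive = only one of the two criteria met; inactive = neither criterion met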;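 note: 0% = median of neutral control wells and 100% = no fluorescence left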
Target sequence (P55212 24-179 limits assumed): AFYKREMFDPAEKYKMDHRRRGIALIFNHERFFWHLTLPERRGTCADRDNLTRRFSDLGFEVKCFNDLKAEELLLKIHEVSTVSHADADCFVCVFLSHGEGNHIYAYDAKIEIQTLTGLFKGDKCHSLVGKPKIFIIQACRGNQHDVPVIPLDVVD
Target sequence (P55212 194-293 limits assumed): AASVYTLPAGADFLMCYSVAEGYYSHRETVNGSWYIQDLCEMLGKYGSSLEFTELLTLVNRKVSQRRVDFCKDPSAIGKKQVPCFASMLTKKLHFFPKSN
EWS-Fli block: blocks EWS/Fli oncoprotein-driven transcription | A673 NR0B1-luciferase reporter, viability-normalised | inhibition, % at 12.6 µM | 0.67% of 350,000 active | AID 651661;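 active = mean inhibition of at least 50% after viability correction, with every replicate also passing that limit; inconclusive = mean reaches 50% but only one of two replicates passes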;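 note: firefly luciferase signal divided by Alamar Blue viability fluorescence both relative to DMSO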
DENV2 CPE: inhibitors of DENV2 cytopathic effect; CPE inhibition, % at 9.99 µM; DENV2-infected cells, cytopathic effect rescue, plate reader; AID 651640; 1.7% of 350,000 active; in the data active = CPE inhibition above about 20%, passing the limit was not always enough; inconclusive = no clear call, values can overlap the other calls; tested in BHK-21 cells;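 note: 0% = median of neutral control wells and 100% = median of positive control wells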
ARNT-TACC3 inh: disrupts binding between human ARNT and TACC3; 0.66% of 390,000 active; AID 623870; AlphaScreen His-ARNT PAS-B/GST-TACC3 binding, luminescence; TACC3 fragment carries E629A point mutation; inhibition, % at 9.99 µM;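 active = mean inhibition of replicates at least 50% and at least half of replicates each reaching 50%; inconclusive = half or more replicates reach 50% but mean below 50%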;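 note: 0% = complete ARNT plus TACC3 wells and 100% = ARNT alone without TACC3; many hits fall short of the cut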
PAX8 reporter: lowers PAX8-driven luciferase in RMG-I cells. RMG-I TPO-luciferase reporter, SteadyGlo, 24 h. 1.2% of 360,000 active. inhibition, % at 12.6 µM. AID 652154;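 active = mean replicate inhibition at least 60% with every replicate also reaching 60%; inconclusive = only one of the two criteria is met; inactive = mean below 60% and not all replicates reaching 60%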;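 note: luciferase light reporting Pax8 driven TPO promoter activity; plate controls were median of neutral control wells for no effect and mitoxantrone controls for full effect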
LGR2 antag: Drosophila LGR2 receptor signaling inhibition; HEK293 LGR2, CRE-luciferase, bursicon-stimulated, 4 h; inhibition, % at 9.99 µM; 0.35% of 380,000 active; AID 720647;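 active = drop in luminescence signal, shown as inhibition above about 50% in the replicate tests, limit read from the data, passing the limit was not always enough; inconclusive = probably only some replicates passing the limit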;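 note: agonist challenge used bursicon conditioned medium at about half maximal strength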
* hit, by the source's call; ? = inconclusive; . = not tested or not shown; & = joins results of further samples.

Fields: SIRT5 inh	CASP6 VEID inh	EWS-Fli block	DENV2 CPE	ARNT-TACC3 inh	PAX8 reporter	LGR2 antag
[1] Cc1ccc(C)c(N2C(=O)c3ccc(C(=O)OCC(=O)c4c(N)n(C)c(=O)n(C)c4=O)cc3C2=O)c1
    -3	4	-13	.	1	15	-11
[2] CO[C@@H](CN(C)Cc1ccc2c(c1)OCO2)[C@H](C)CN(C(=O)c1ccccc1)[C@@H](C)CO
    .	-3	-4	0	8	.	-13
[3] Cc1noc(C)c1S(=O)(=O)Nc1cccc2c1O[C@H](CN(C)C(=O)Nc1ccc(F)cc1)[C@H](C)CN([C@H](C)CO)C2=O
    9	0	-12	-8	2	.	?
[4] C#Cc1ccc([C@H]2C=C(C(=O)Nc3ccccc3)O[C@@H](OCc3ccc(CO)cc3)C2)cc1
    -5	-3	-2	-2	3	-5	.
[5] COCC#Cc1cnc2c(c1)C(=O)N([C@@H](C)CO)C[C@@H](C)[C@@H](CN(C)C(=O)Nc1ccccc1OC)O2
    4	-2	0	9	-10	-2	-3
[6] Cc1ccc(NC(=O)Cn2c(=O)oc3ccccc32)cc1Cl
    -3	-1	17	1	-4	4	-10
[7] CCOc1ccc(N2C(=O)CNC2=S)cc1
    -2	-1	-1	13	2	-5	7
[8] COC(C[C@H]1O[C@H]1[C@H](O)[C@H](C)OCc1ccccc1)OC
    .	4	3	5	3	-1	-9
[9] COC1OC(COCc2ccccc2)C2OC(C)(C)OC2C1O (configuration not stated)
    -3	-2	-7	-1	.	104*	16
[10] CCC(=O)N1CC2(CCN(C(=O)Cc3ccccc3)CC2)c2c(n(C)c3cc(OC)ccc23)[C@@H]1CO
    3	-2	-16	-2	.	.	6
[11] COc1cccc(NC(=O)N(C)C[C@@H]2Oc3ncc(C#Cc4ccccc4)cc3C(=O)N([C@H](C)CO)C[C@H]2C)c1
    11	3	10	1	1	-1	-29
[12] COCC(=O)Nc1ccc2c(c1)C(=O)N(C)[C@@H]1CC[C@H](CC(=O)NCc3ccccc3F)O[C@@H]1CO2
    -1	1	5	-2	.	-8	3
[13] O=C(CN1CCOCC1)NCC[C@H]1CC[C@@H](NC(=O)c2ccc3c(c2)OCO3)[C@H](CO)O1
    -3	0	-18	-4	-1	-2	13
[14] CC(C)(C)OC(=O)C[C@@H]1C/C=C\C[C@@H](CC(=O)N[C@@H](CO)Cc2ccccc2)C(=O)NCCOC1=O
    1	1	1	-1	-4	-9	-18
[15] O=C1NC[C@@H](CCCCN2C[C@H](Cc3ccc(O)cc3)N(CCc3ccc(O)cc3)C(=O)C2=O)N(Cc2ccccc2)C1=O
    -5	11	-4	-4	.	6	0
[16] COc1cccc(C(=O)C2CCCN(C(=O)CCc3scnc3C)C2)c1 (configuration not stated)
    3	-2	-8	-4	1	-19	3
[17] COc1ccc(S(=O)(=O)N2CCCC2c2cccs2)cc1 (configuration not stated)
    -2	0	5	19	-2	4	.
[18] O=c1cc(C(F)(F)F)[nH]c(=S)n1-c1ccccc1
    -2	-1	5	1	-8	3	7
[19] Oc1ccc(/C=N/Nc2ncc(Cl)cc2Cl)cc1
    0	1	-52	1	-4	-129	-42
[20] CN1C(=O)S/C(=C/c2ccccc2OCc2ccc(C(=O)O)cc2)C1=O
    -1	-1	0	6	-2	-1	-19
[21] CCN(CC)C(=O)C1=C(C)N(Cc2ccc(C(C)(C)C)cc2)C(=O)C(CC(=O)NC2CCCC2)C1 (configuration not stated)
    -2	5	4	-9	.	-2	.
[22] CCCn1cc(SCC(=O)Nc2nnc(C)s2)c2ccccc21
    1	-1	4	-12	-14	-7	22
[23] COc1ccc(-c2cn(CC[C@@H]3CC[C@H](NC(=O)NC(C)C)[C@@H](CO)O3)nn2)cc1
    -5	2	6	14	-6	3	-11
[24] Cc1ccc(NC(=O)COC(=O)Cn2ccc(=O)[nH]c2=O)cc1C
    -5	0	0	2	0	4	-1
[25] CCOC(=O)C1Oc2ccccc2C(c2cccc3ccccc23)=C1C(=O)OC (configuration not stated)
    -2	1	1	10	3	4	6
[26] CC(OC(=O)c1cc(S(=O)(=O)N(C)C)ccc1N1CCCC1)C(=O)NCc1ccccc1 (configuration not stated)
    -1	0	4	15	5	8	6
[27] O=C(NCC1COc2ccccc2O1)c1cccs1 (configuration not stated)
    6	-2	-68	-8	-5	-29	-17
[28] CCOc1cccc(N(C(=O)CCC(=O)Nc2cc(C)on2)C(C(=O)NC(C)(C)C)c2ccc(OC)cc2)c1 (configuration not stated)
    2	.	-8	19	-2	10	17
[29] CCCNC(=O)N1CC2(CCN(S(C)(=O)=O)CC2)c2c(n(C)c3cc(OC)ccc23)[C@@H]1CO
    1	0	-3	7	.	-24	-4
[30] CCNC(=O)C1CCCN(C(=O)c2ccccc2)CC1 (configuration not stated)
    -2	5	-2	3	.	-3	-2
[31] CCOc1cc(/C=C2\SC(=S)N(N3CCOCC3)C2=O)ccc1O
    -4	4	17	-3	-3	6	2
[32] CCOC(=O)C(CC(=O)Nc1nc(C(C)=O)c(C)s1)C(C)c1ccccc1 (configuration not stated)
    -1	2	1	5	-15	-34	4
[33] Cc1cc(C)n2nc(C(=O)OCC(=O)Nc3ccc(Cl)cc3)nc2n1
    .	2	5	-10	.	-12	-10
[34] C[C@H](CO)N1C[C@H](C)[C@@H](CN(C)Cc2ccncc2)Oc2c(NC(=O)C3CCCCC3)cccc2C1=O
    -2&-6	0&-3	2&5	-3&-5	3&8	12&1	-6&6
[35] C=CCOC(=O)C1=C[C@H](c2cn(C(C)=O)c3ccccc23)C[C@H](OCc2ccc(CO)cc2)O1
    3&-6	-1&1	17&5	14&-12	10&-1	8	11
[36] Cc1oc2c(C)c(O)ccc2c(=O)c1-c1nncn1-c1ccccc1
    5	-4	6	-1	0	13	16
[37] CCCC(=O)Nc1ccc2c(c1)nc(CN1CCN(C(=O)OCC)CC1)n2CC
    -1	-3	47	3	-2	25	-3
[38] O=C(Nc1cccc(C(=O)O)c1)/C(=C\c1ccc2c(c1)OCO2)NC(=O)c1ccccc1Br
    .	1	-1	-2	.	3	-27
[39] CCCC#Cc1cnc2c(c1)C(=O)N([C@H](C)CO)C[C@@H](C)[C@H](CN(C)C(=O)Nc1c(C)noc1C)O2
    -1	1	-5	?	-7	.	-3
[40] NC(=O)c1ccc(NC(=O)COC(=O)c2ccc(Br)c(S(=O)(=O)N3CCOCC3)c2)cc1
    -2	2	-1	6	24	12	2
[41] CC(O)Cn1c(N2CCCC2)nc2c1c(=O)[nH]c(=O)n2C (configuration not stated)
    -3	-3	3	-1	-1	2	9
[42] COc1cc(C(=O)N2C[C@H]3CON(C)[C@H]3C[C@H]2c2ccc(N3CCCCC3)cc2)cc(OC)c1OC
    -4	-2	2	-4	.	1	1
[43] Cc1ccc(Cl)cc1NC(=O)COC(=O)CCN1C(=O)C2CC=CCC2C1=O (configuration not stated)
    0	2	1	-2	-9	-13	29
[44] Cc1cc(C)cc(NC(=O)CSc2nc(=O)n(CCCN3CCOCC3)c3c2CCCC3)c1
    -2	5	-1	?	3	13	5
[45] CNC(=O)c1csc(-c2cccs2)n1
    -3	2	-2	-3	-10	-35	-4
[46] Nc1ncnc2c1ncn2[C@@H]1O[C@H](CNS(=O)(=O)c2cc3ccccc3s2)[C@@H](O)[C@H]1O
    0	2	-1	-7	-5	-8	9
[47] COc1ccc(OC)c(/C=C/c2[nH]c(=O)[nH]c(=O)c2[N+](=O)[O-])c1
    6	6	25	4	4	24	7
[48] Cc1ccc(OCCNC(=O)c2ccccc2N)cc1
    .	0	-17	-4	-10	-46	-14
[49] C#CCn1c(=NC(=O)c2cc(Cl)sc2Cl)sc2cc(S(N)(=O)=O)ccc21
    .	.	15	.	8	8	-3
[50] Cc1oc2ccc(O)cc2c1C(=O)c1ccc(F)cc1
    -1	0	-10	11	.	-46	-31
[51] N#CCCC1CCCC=C1N(Cc1ccccc1)C(=O)C(Cl)Cl (configuration not stated)
    -3	0	2	-6	-7	12	-12
[52] COc1ccc(CCNC(=O)CSc2ccc(-c3ccccc3)nn2)cc1OC
    -6	1	-8	2	-6	.	14
[53] O=C(Nc1ccc(Cl)c(C(F)(F)F)c1)[C@@H]1CC=C[C@@H]2CCN(C3CCCCC3)C(=O)[C@@H]21
    -2	-3	-1	0	.	20	-13
[54] CSCCOC(=O)c1[nH]c2c(c1C)C(=O)CC(c1ccco1)C2 (configuration not stated)
    .	25	40	-1	0	47	7
[55] CN(C)c1ccc(NC(=O)C(=O)NCCOc2ccccc2)cc1
    -2	0	-12	8	-13	-5	10
[56] CCc1ccccc1N(CC(=O)NCC1CCCO1)C(=O)CCC(=O)Nc1nccs1 (configuration not stated)
    -13	0	-1	0	-6	3	-9
[57] Cc1ccc(S(=O)(=O)Nc2ccc3c(c2)C(=O)N([C@H](C)CO)C[C@H](C)[C@@H](CN(C)S(=O)(=O)c2c(C)noc2C)OCCCC[C@H](C)O3)cc1
    5	0	20	6	0	-4	-3
[58] CCCC#Cc1ccc([C@H]2[C@@H](CO)N3C(=O)CN(C(=O)c4cccnc4)C[C@@H]23)cc1
    -1	1	3	15	.	.	-19
[59] CN(C)CC(=O)N1[C@H](C(=O)NCc2ccccc2F)[C@@H](CO)[C@@H]2Cn3c(cccc3=O)[C@@H]21
    1	0	7	-5	.	.	32
[60] Cc1ccccc1OCc1nnc(SCCN2CCCC2)n1-c1ccccc1
    -2	-4	-1	-1	22	-1	2

(more compounds)
Fields: SIRT5 inh	CASP6 VEID inh	EWS-Fli block	DENV2 CPE	ARNT-TACC3 inh	PAX8 reporter	LGR2 antag
[61] CC(C(=O)N1CCCC1)N1CCN(S(=O)(=O)c2ccc(C(C)(C)C)cc2)CC1 (configuration not stated)
    0	-3	1	8	2	1	10
[62] C[C@H](CO)N1C[C@H](C)[C@H](CN(C)C(=O)c2cnccn2)Oc2ncc(/C=C/c3ccccc3)cc2C1=O
    -6	2	-10	-4	-3	.	3
[63] Cc1cccc(-c2ccc([C@@H]3[C@H](CO)N4C(=O)CN(C(=O)c5ccccc5)C[C@@H]34)cc2)c1
    -10	1	5	-1	.	19	12
[64] COc1ccc(-c2nnn(-c3cc(Cl)cc(Cl)c3)c2N)cc1
    -5	-4	-7	-2	3	2	-8
[65] Cc1cccc(C(=O)Nc2sc3c(c2C(=O)O)CCCC3)c1
    1	7	-180	0	-2	14	-51
[66] Cc1ccc(NC(=O)c2cccc(S(=O)(=O)N3CCCC3)c2)nc1
    -4	4	-32	2	2	16	-14
[67] O=C(CCl)Nc1c2c(nn1-c1ccccc1)CSC2
    -2	.	9	1	0	5	13

Ordered by value in ARNT-TACC3 inh (descending): 3 of the compounds above.
no. | compound | SIRT5 inh | CASP6 VEID inh | DENV2 CPE | ARNT-TACC3 inh | LGR2 antag
66 | Cc1ccc(NC(=O)c2cccc(S(=O)(=O)N3CCCC3)c2)nc1 | -4 | 4 | 2 | 2 | -14
65 | Cc1cccc(C(=O)Nc2sc3c(c2C(=O)O)CCCC3)c1 | 1 | 7 | 0 | -2 | -51
62 | C[C@H](CO)N1C[C@H](C)[C@H](CN(C)C(=O)c2cnccn2)Oc2ncc(/C=C/c3ccccc3)cc2C1=O | -6 | 2 | -4 | -3 | 3
